Assay outcomes: PubChem, Broad Institute
E-sel inducer = E-selectin induction in HUVECs, primary screen, imaging, HUVEC, immunofluorescence imaging, single point; AID 686992, 2013; 0.37% of 260,000 active; normalized: neutral wells 0, TNF-alpha wells 100; P16581; activation, % at 7.58 µM;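 active means mean E-selectin-positive cell signal at least 10% of the positive control, reached in at least 60% of replicates, without over 20% cell loss; inconclusive means no rule given, readout overlaps actives, possibly toxicity-flagged; inactive means the rest, including those meeting only one limit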;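 further: in these data hits start at about 27%; measured in HUVEC primary endothelial cells; signal is the percent of cells scored E-selectin positive by PE staining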
Target sequence (P16581 whole entry, looked up): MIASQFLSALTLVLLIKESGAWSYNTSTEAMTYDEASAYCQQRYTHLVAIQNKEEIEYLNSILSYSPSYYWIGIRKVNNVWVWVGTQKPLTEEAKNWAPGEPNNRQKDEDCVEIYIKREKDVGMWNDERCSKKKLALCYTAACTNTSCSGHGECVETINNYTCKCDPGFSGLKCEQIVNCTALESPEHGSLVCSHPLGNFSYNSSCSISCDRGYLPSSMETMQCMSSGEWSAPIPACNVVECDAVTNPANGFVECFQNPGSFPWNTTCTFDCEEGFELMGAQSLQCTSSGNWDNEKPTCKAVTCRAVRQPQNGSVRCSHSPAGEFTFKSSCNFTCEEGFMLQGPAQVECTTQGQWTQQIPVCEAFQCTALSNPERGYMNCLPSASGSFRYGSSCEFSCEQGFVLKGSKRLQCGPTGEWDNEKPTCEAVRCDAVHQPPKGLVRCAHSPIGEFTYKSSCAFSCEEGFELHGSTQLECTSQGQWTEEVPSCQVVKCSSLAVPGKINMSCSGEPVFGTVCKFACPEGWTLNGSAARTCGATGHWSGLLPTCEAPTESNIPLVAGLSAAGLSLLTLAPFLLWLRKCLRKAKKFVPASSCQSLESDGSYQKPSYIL
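Test system: HUVEC | Signal: Immunofluorescence imaging | Read-out: Percent E-selectin-positive cells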
SIRT5 inh = SIRT5 desuccinylase inhibitors, primary screen, biochemical, fluorescence imaging, single point, set 5; NAD-dependent protein deacylase sirtuin-5, mitochondrial (Homo sapiens), Q9NXA8; Purified SirT5, succinyl-peptide AMC, trypsin-coupled fluorescence; inhibition, % at 15 µM; 1.1% of 330,000 active; in the data active means inhibition above about 15%; inconclusive means no clear call, values can overlap the other calls
Target sequence (Q9NXA8 whole entry, looked up): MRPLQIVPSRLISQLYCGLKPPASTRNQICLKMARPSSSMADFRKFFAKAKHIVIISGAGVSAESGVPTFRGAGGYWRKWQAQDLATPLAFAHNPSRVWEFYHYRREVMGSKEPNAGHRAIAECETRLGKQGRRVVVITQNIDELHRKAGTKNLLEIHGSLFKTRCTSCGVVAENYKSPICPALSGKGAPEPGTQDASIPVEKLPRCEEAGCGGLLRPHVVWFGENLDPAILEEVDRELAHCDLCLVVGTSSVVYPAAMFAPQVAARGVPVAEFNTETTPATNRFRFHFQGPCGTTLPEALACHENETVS
Statin myotox sup = suppressors of statin myotoxicity in C2C12 myotubes, primary screen, cell-based, single point, plate reader. 0.78% of 330,000 active. C2C12 myotubes + simvastatin, ATP luminescence, 48 h; scaled: DMSO 0, geranylgeraniol control 100. rescue of ATP level, % at 7.49 µM;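 active means mean ATP rescue above about 67%, or every replicate alone reaching that limit, limit read from the data, passing the limit was not always enough; inconclusive means no clear call, values can overlap the other calls; inactive means mean under the limit and some replicate under it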;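 further: myotubes were challenged with 10 µM simvastatin during compound exposure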
PglD DTNB = C. jejuni PglD acetyltransferase inhibitors, primary screen, biochemical, DTNB colorimetric, single point | purified PglD enzyme, DTNB colorimetric CoA detection | 0.098% of 360,000 active | AID 602405, 2012 | UDP-N-acetylbacillosamine N-acetyltransferase PglD (Campylobacter jejuni) | inhibition, % at 12.5 µM; in the data active means inhibition above about 16%, passing the limit was not always enough; inconclusive means no clear call, values can overlap the other calls; further: strong numbers were not always called active
DENV2 CPE rescue = inhibitors of DENV2 cytopathic effect, primary screen, cell-based, plate reader, single concentration; 1.7% of 350,000 active; CPE inhibition, % at 9.99 µM; AID 651640, 2012; DENV2-infected cells, cytopathic effect rescue; in the data active means CPE inhibition above about 20%, passing the limit was not always enough; inconclusive means no clear call, values can overlap the other calls; tested in BHK-21 cells;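 further: 0% = median of neutral control wells and 100% = median of positive control wells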
S100A4 MyoIIA = inhibitors of S100A4-myosin IIA peptide binding, primary screen, biochemical, fluorescence polarization, TAMRA-MyoIIA peptide; inhibition, % at 10.7 µM; 0.14% of 360,000 active; AID 652163, 2013;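 active means mean inhibition of at least 70% across replicates, with every replicate also reaching that level; inconclusive means mean inhibition reaches 70% but some replicates fall short; inactive means mean inhibition below 70%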
Target sequence (P26447 whole entry, looked up): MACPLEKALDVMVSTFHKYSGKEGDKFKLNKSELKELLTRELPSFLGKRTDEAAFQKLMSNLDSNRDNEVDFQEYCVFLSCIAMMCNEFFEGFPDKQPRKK
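Test system – S100A4 monomer (human) · Compound – single-point compound testing · Schedule – 5 min incubation before reading · Probe or stimulus – TAMRA-labelled myosin IIA heavy-chain peptide probe, 5 nM · Benchmarks – neutral control DMSO, positive control TFP · Medium – Calcium-containing HEPES buffer, pH 7.2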
ERp5 block = inhibitors of ERp5-driven insulin aggregation, primary screen, biochemical, turbidity, absorbance 650 nm, single point | Protein disulfide-isomerase A6 (Homo sapiens), Q15084 | 90 min | inhibition, % at 9.99 µM | 0.05% of 350,000 active;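 active means mean replicate inhibition above about 25%, with every replicate also reaching it, limit read from the data, passing the limit was not always enough; inconclusive means only one of those two criteria met; inactive means neither criterion met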
Starred values were filed as active, the others as inactive; ? = inconclusive; . = not tested or not shown; & = joins results of further samples; ! = repeats disagree. Only part of the results is shown. The share of hits here may be higher or lower than overall.

nr	Structure	E-sel inducer	SIRT5 inh	Statin myotox sup	PglD DTNB	DENV2 CPE rescue	S100A4 MyoIIA	ERp5 block
1	CC(=O)c1ccc(NC(=O)NCc2ccc(F)cc2)cc1	1.0	0.5	.	.	.	-2.2	-2.3
2	COc1cccc(NC(=O)N2C[C@@H](O)COC[C@H]3O[C@H](CC(=O)NCCCN4CCOCC4)CC[C@@H]32)c1	1.5	.	7.3	4.8	4.0	.	.
3	O=C(Oc1ccc(-c2nnco2)cc1)c1cc(S(=O)(=O)N2CCOCC2)ccc1F	-0.2	-2.7	-6.5	-2.1	6.0	-7.1	-7.9
4	CCOc1ccc(CN2CCN(S(=O)(=O)c3ccc(NC(C)=O)cc3)CC2)cc1OC	.	-1.9	.	.	-5.8	-1.9	-1.2
5	N#C/C(N)=C(/C#N)N=Cc1cccc(Cl)c1	-0.4	-0.9	.	.	-2.3	-3.8	2.8
6	CC(C)c1nc2sc3c(=O)[nH]c(=S)[nH]c3c2c2c1CCCC2	-0.1	-4.1	-0.3	-2.1	6.8	-1.6	3.2
7	CCN(C)C1CN(Cc2cn(Cc3cccc(C(F)(F)F)c3)nn2)S(=O)(=O)C1 (centres undefined)	-0.1	-5.5	.	.	0.1	0.4	0.2
8	CCCNC(=O)c1cc(C2CCCN(C(=O)C3CCCCC3)C2)on1 (centres undefined)	-0.3	4.3	-5.7	-2.4	-4.6	-0.9	-1.7
9	NS(=O)(=O)c1ccc(CNC(=O)/C=C/c2cccc([N+](=O)[O-])c2)cc1	0.1	-4.1	.	-8.8	-4.6	-6.4	1.8
10	CN1CCc2c(sc(NC(=O)CS(=O)(=O)c3ccccc3)c2C(N)=O)C1	13.0	0.6	.	.	-6.5	-1.3	-5.8
11	Cn1cccc1/C=N/NC(=O)c1ccncc1	-0.3	-0.8	.	3.9	14.1	2.8	2.1
12	Cc1ccsc1/C=N/NC(=O)Cc1cc(=O)[nH][nH]1	.	-1.7	4.7	-3.8	-0.4	-10.1	-2.9
13	COc1ccc(CC(=O)OC(C)CN2CCCCC2)cc1 (centres undefined)	.	6.2	.	.	0.1	28.8	0.2
14	O=C(NCCNC1CCC(c2ccccc2)CC1)c1cccs1 (centres undefined)	-0.1	-2.5	.	.	-4.1	-2.9	-0.9
15	CC(C)NC(=O)N(C)C[C@H]1Oc2ccc(NC(=O)C3CCCCC3)cc2C(=O)N([C@H](C)CO)C[C@H]1C	0.7	-2.0	10.4	6.1	4.4	-30.1	1.8
16	O=S(=O)(NC[C@H]1[C@@H](c2ccccc2)[C@H](CO)N1CC1CC1)c1ccccc1	-0.1	-7.6	7.8	0.3	-4.3	2.3	-4.6
17	CN(C)C(=O)CSc1nnc(NC(=O)CCc2ccccc2)s1	2.5	-5.1	2.3	.	0.7	-0.4	-2.7
18	CCc1ccccc1NC(=S)NC1CC2CCC(C1)N2Cc1ccco1 (centres undefined)	.	0.6	1.3	2.9	-1.0	3.0	-4.0
19	CN(C)C(=S)SCC(=O)Nc1cccc(C(F)(F)F)c1	-1.4	8.3	.	-0.9	6.8	-0.2	0.9
20	COc1cccc(S(=O)(=O)N[C@@H]2C=C[C@@H](CC(=O)NC3Cc4ccccc4C3)O[C@@H]2CO)c1	-0.4	-1.0	-5.9	-1.5	.	-8.8	1.8
21	CCC(=O)N(C)C[C@@H]1Oc2cc(-c3cccc(OC)c3)ccc2S(=O)(=O)N([C@H](C)CO)C[C@@H]1C	-0.6	0.0	-8.3	0.5	-3.4	0.2	1.3
22	C[C@H](CO)N1C[C@H](C)[C@@H](CN(C)Cc2ccc(C(=O)Nc3ccccc3N)cc2)Oc2c(NS(=O)(=O)c3cn(C)cn3)cccc2C1=O	.	5.8	.	.	-2.8	-0.6	7.1
23	O=[N+]([O-])c1cccnc1Oc1cc(Cl)c(Cl)cc1Cl	-0.2	-2.3	-4.3	1.8	-1.4	0.5	-0.6
24	Cn1c(NC2CCCCC2)c(N=O)c(=O)n(C)c1=O	0.7	4.0	.	.	-7.1	3.1	-3.0
25	O=C(O)CC1COc2ccccc2N1S(=O)(=O)c1ccc(Br)cc1 (centres undefined)	0.0	-1.8	8.6	3.1	2.2	1.5	2.1

Rewritten with values under each structure: entries from further up.
Order of results: E-sel inducer | SIRT5 inh | Statin myotox sup | PglD DTNB | DENV2 CPE rescue | S100A4 MyoIIA | ERp5 block
[8] CCCNC(=O)c1cc(C2CCCN(C(=O)C3CCCCC3)C2)on1 (centres undefined)
  -0.3 | 4.3 | -5.7 | -2.4 | -4.6 | -0.9 | -1.7
[9] NS(=O)(=O)c1ccc(CNC(=O)/C=C/c2cccc([N+](=O)[O-])c2)cc1
  0.1 | -4.1 | . | -8.8 | -4.6 | -6.4 | 1.8

The list goes on.
nr	Structure	E-sel inducer	SIRT5 inh	Statin myotox sup	PglD DTNB	DENV2 CPE rescue	S100A4 MyoIIA	ERp5 block
26	COc1cc(OC)c(OC)cc1C=Cc1ccc2ccccc2n1	0.3	.	.	-1.5	7.4	-3.7	9.1
27	Cc1cc(S(=O)(=O)N2CCCC2)ccc1OCC(=O)Nc1ccccc1	0.8	-1.9	5.0	0.5	2.8	1.5	0.7
28	CCOc1ccc(NC(=O)CN(C)C(=O)CN2C(=O)c3ccc([N+](=O)[O-])cc3C2=O)cc1OCC	1.8	-0.1	-4.4	-5.6	-1.2	-1.5	0.2
29	CCc1cc2c(COC(=O)c3cccc(NS(C)(=O)=O)c3)cc(=O)oc2cc1O	.	0.0	-8.2	-3.3	-4.6	-6.8	3.8
30	Cc1ccc(CC(=O)N/N=C/c2ccc(OC(=O)c3ccc([N+](=O)[O-])cc3)cc2)cc1	.	-4.4	14.5	-4.8	3.2	9.8	6.5
31	O=C(CN1C(=O)C(=O)N(C2CCCC2)C1=O)Nc1ccc(OC(F)F)cc1	.	-2.3	2.0	-5.1	6.3	-1.8	1.5
32	CC(C)NC(=O)N1C[C@H]2[C@@H](c3ccccc31)[C@@H](CO)N2C(=O)c1ccccc1F	-0.3	-1.9	-2.8	-1.5	-12.6	-25.8	5.4
33	CCc1cccc(Nc2cc(C)nc3nc(C)nn23)c1	-0.1	-2.0	6.2	-2.3	8.6	-2.9	4.2
34	O=C(Cc1ccccn1)c1ccc(F)cc1	0.0	.	1.3	-2.5	-1.0	-1.2	-5.0
35	Nc1nc2cc(S(=O)(=O)NC3=NCCCCC3)ccc2s1	-1.1	-1.7	15.0	.	10.9	10.6	-3.9
36	CCCc1c(C(=O)OCC)sc(N)c1C#N	.	-1.1	.	.	-1.0	-1.3	0.9
37	O=C1CCNc2c(Cl)cccc21	.	-0.3	.	-8.3	-3.5	0.2	0.3
38	O=C1c2ccccc2C(c2nnnn2Cc2ccccc2)N1CCCn1ccnc1 (centres undefined)	3.1	-1.2	.	.	11.8	-2.8	-3.1
39	O=S(=O)(N[C@@H]1CC[C@@H](CCn2cc(C3(O)CCCC3)nn2)O[C@@H]1CO)c1ccccc1	-0.4	-2.3	5.8	2.6	8.3	-8.4	5.2
40	CCCCN1C(N)=NC[C@@H]1CC1CCCCC1	.	.	-12.7	1.2	20.0	2.2	-3.5
41	CCN(CC)CCN(C(=O)c1ccc2c(c1)OCCO2)c1nc2cc(C)cc(C)c2s1	-0.6	-0.3	.	1.2	?	-2.8	2.7
42	CCOC(=O)c1c(NC(=O)COC(=O)CC(NC(C)=O)c2ccccc2)sc(C(=O)NC)c1C (centres undefined)	-0.2	7.2	-0.8	1.0	-13.1	-3.4	-3.4
43	O=[N+]([O-])c1ccc(Cl)c(CN2CCC(O)CC2)c1	0.3	-5.2	.	.	0.6	3.6	2.7
44	COc1ccc(N2CCOCC2)c(NC(=O)c2ccc(Br)o2)c1	0.5	4.1	-16.7	0.1	-6.6	-2.9	-6.4
45	CC1CCCCN1C(=O)c1cc(Cl)ccc1[N+](=O)[O-] (centres undefined)	-0.2	.	21.6	-4.5	.	.	.
46	COc1ccc(-c2cn(CC[C@@H]3CC[C@H](NC(=O)Cc4ccccn4)[C@@H](CO)O3)nn2)cc1	-0.3&-0.2	8.1&-3.3	-1.3	3.2	22.4*!	1.9&-4.1	4.4&7.6
47	N#C[C@@H]1[C@@H](c2ccccc2C2=CCCCC2)[C@H](CO)N1C(=O)NC1CCCCC1	0.0	-0.3	.	.	-13.3	-5.2	4.0
48	COc1ccc(C(CNS(=O)(=O)c2ccc(NC(C)=O)c(OC)c2)N2CCCCC2)cc1 (centres undefined)	1.8	-0.1	-1.8	5.0	11.1	2.7	-11.7
49	Cc1noc(C)c1NC(=O)Nc1ccc2c(c1)CC(=O)N([C@@H](C)CO)C[C@H](C)[C@@H](CN(C)C)O2	1.3	2.5	-5.7	0.2	-11.6	5.8	2.1
50	CCOC(=O)Cc1csc(NC(=S)NC(=O)c2ccc(C)cc2)n1	-0.1	-0.1	.	.	-1.5	-8.9	10.7
51	CCc1c(C(=O)NNC(=S)NC2CCCCC2)csc1C	2.6	13.7	-16.0	4.4	1.4	-1.7	-0.4
52	O=c1cc(-c2ccccc2)nc(SCCOc2ccccc2Cl)[nH]1	5.9	1.5	.	.	?	1.6	0.2
53	O=C(CNC(=O)c1ccc(Br)o1)NCC1CCCO1 (centres undefined)	-0.8	2.6	.	8.6	4.3	-2.3	-8.2
54	COc1ccc(CCNC(=O)c2cccnc2Cl)cc1OC	.	-1.8	.	.	10.7	1.5	3.8
55	CCOc1ccc(C(=O)N[C@H](C(=O)Nc2ccccc2OC)C(C)C)cc1	0.6	.	0.5	-3.4	-1.2	0.7	-0.1
56	Cc1noc(C(=O)NCC2CCCO2)c1Cl (centres undefined)	.	-0.3	3.4	6.2	?	-2.4	-2.5
57	Cc1nc(N2CCCCC2)c2c(C)c(C(=O)Nc3ccc4c(c3)OCCO4)sc2n1	.	-0.7	-51.3	3.9	-10.4	1.6	3.3
58	Cc1nc(Br)c(Br)c(C)c1Br	0.0	-2.6	-8.2	-1.2	-4.3	-4.0	-1.0
59	O=C(Nc1cccc(S(=O)(=O)N2CCCC2)c1)c1cc(-c2ccccn2)nc2ccccc12	-0.2	2.0	-10.4	1.5	4.5	-13.1	2.5
60	COCCCNC(=O)c1cc(S(=O)(=O)NCCCN2CCCC2=O)ccc1Cl	0.1	8.1	-0.2	-0.2	7.9	-3.4	3.8
61	O=C(Nc1ccc(COc2ccccc2)cc1)Nc1cccc(C(=O)O)c1	0.3	-3.5	9.8	-9.2	-0.1	-2.1	4.6
62	CCCNC(=O)C1(C)CCCN(C(=O)COc2ccc(Cl)cc2Cl)C1 (centres undefined)	.	.	6.4	4.9	-3.5	0.1	1.4
63	Cc1c(NC(=O)c2cccc(NS(C)(=O)=O)c2)c(=O)n(-c2ccccc2)n1C	.	-7.4	.	-1.0	-1.4	-2.9	-11.2
64	CN(C)S(=O)(=O)c1cccc(NC(=O)c2cc(=O)[nH]c(=O)[nH]2)c1	-0.4	-0.9	7.6	5.7	?	-0.4	1.6
65	CCCC(=O)Nc1nnc(S(=O)(=O)N(CC(C)C)c2ccccc2)s1	0.0	-1.8	-7.0	-4.0	-1.5	3.4	-0.4
66	Cc1noc(C)c1NC(=O)N(C)C[C@H]1Oc2c(NS(C)(=O)=O)cccc2C(=O)N([C@@H](C)CO)C[C@H]1C	-0.2	-1.1	.	2.7	-2.6	4.2	-6.6

Values by screen from the entries so far.
Nos. 52 to 57 in DENV2 CPE rescue, in turn: ?, 4.3, 10.7, -1.2, ?, -10.4
Nos. 52 to 57 in SIRT5 inh, in turn: 1.5, 2.6, -1.8, ., -0.3, -0.7
